Compound activity from PubChem BioAssay.
BLM helicase inh: qHTS Assay for Inhibitors of Bloom's syndrome helicase (BLM) | RecQ-like DNA helicase BLM (Homo sapiens), P54132 | actives 0.2% (n = 350,000) | recombinant BLM DNA unwinding, fluorescence dequenching | Potency, µM (titrated, usually from 56.1 µM), for inactives: top-dose activity change, negative = inhibition, most hits filed as inhibitors;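 further: plate controls were vehicle for no effect and no enzyme for full effect; nearly all actives have a fitted effect of over 35% in size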
Target sequence (P54132 whole entry, looked up): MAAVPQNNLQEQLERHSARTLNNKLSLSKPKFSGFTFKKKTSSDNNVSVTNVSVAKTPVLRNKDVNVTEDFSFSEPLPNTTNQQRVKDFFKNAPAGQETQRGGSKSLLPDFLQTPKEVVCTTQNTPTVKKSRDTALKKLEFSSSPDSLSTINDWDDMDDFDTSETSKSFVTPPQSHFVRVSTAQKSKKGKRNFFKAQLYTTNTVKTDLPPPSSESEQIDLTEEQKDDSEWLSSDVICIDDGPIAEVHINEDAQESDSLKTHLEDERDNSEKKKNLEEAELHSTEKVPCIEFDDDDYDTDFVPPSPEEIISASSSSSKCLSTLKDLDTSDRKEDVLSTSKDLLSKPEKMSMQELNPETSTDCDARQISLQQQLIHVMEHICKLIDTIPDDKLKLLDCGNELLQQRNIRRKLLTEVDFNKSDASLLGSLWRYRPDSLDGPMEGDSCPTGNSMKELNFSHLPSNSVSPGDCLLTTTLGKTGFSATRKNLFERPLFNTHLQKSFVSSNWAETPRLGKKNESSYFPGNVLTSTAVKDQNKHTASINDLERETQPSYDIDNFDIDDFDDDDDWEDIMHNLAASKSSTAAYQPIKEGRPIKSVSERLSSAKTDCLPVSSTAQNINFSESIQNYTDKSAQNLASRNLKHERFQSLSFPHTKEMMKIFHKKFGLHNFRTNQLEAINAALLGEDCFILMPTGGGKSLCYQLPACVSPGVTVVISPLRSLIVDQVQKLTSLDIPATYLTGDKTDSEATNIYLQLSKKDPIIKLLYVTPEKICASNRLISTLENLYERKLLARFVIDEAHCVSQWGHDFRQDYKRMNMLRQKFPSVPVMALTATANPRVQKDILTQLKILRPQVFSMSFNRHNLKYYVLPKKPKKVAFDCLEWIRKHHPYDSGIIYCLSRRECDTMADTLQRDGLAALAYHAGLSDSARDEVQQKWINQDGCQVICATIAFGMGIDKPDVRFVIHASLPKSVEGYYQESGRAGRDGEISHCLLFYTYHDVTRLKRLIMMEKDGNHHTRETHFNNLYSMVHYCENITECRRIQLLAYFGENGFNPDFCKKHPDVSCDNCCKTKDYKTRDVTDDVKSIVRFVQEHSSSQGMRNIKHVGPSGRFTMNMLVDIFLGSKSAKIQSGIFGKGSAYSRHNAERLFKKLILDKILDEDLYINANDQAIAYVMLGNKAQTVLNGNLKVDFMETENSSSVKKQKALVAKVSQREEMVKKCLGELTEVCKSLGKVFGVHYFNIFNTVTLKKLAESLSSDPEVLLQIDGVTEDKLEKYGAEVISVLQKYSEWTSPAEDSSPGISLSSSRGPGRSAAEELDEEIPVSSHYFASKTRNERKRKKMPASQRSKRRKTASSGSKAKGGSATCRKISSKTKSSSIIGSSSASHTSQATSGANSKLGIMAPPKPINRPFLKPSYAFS
Pin1 inhibitor: qHTS Assay to Find Inhibitors of Pin1 | Peptidyl-prolyl cis-trans isomerase NIMA-interacting 1 (Homo sapiens), Q13526 | Pin1 FP peptide displacement, HiFluor488, 10 min | Potency, µM (doses to about 115 µM), for the others: top-dose activity, negative = inhibition, usual class: inhibitors | actives 0.009% (n = 390,000) | AID 504891, 2011; active means well fitted inhibition curve with a large enough effect in the polarisation, with a control signal flat, not every such curve was filed as active; inconclusive means small, poorly fitted or top-dose-only effect, or effect the other way, or a change in a side signal; inactive means no such curve, though single readings can be large or run the other way; the % refers to the polarisation; further: on the % scale 0 is the no-effect control and ±100 the full control effect
G9a block: qHTS Assay for Inhibitors of Histone Lysine Methyltransferase G9a. Histone-lysine N-methyltransferase EHMT2 (Homo sapiens), Q96KQ7. G9a H3K9 monomethylation, AlphaScreen, 2 h. Potency, µM (highest dose often 102 µM), inactives show at the top dose activity, negative = inhibition, actives largely listed as inhibitors. actives 8.8% (n = 350,000); further: on the % scale 0 is the no-effect control and ±100 the full control effect; nearly all actives have a fitted effect of over 75% in size
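G9a (20 nM) preincubated 15 min RT with compounds, then 500 nM biotinylated H3K9 peptide and 20 uM SAM added; 2 h RT reaction. Monomethyl-H3K9 product detected by AlphaScreen with anti-H3K9me1 antibody, streptavidin donor and anti-rabbit IgG acceptor beads.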
POLI inh: qHTS for Inhibitors of Polymerase Iota; Potency, µM (highest dose often 115 µM), for inactives: at the top dose activity, negative = inhibition, most hits filed as inhibitors; actives 1% (n = 390,000); Pol iota fluorescent replication assay, 10 min
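Pol iota at 10 nM preincubated 15 min with compounds at room temperature; reaction started with fluorescent substrate, 50 nM final. Fluorescence read kinetically at 0 and 10 min; buffer-only wells as negative control.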
JMJD2A Tudor: qHTS Assay for Inhibitors of JMJD2A-Tudor Domain; Lysine-specific demethylase 4A (Homo sapiens), O75164; AlphaScreen JMJD2A-Tudor / H3K4me3 peptide binding; Potency, µM (titrated, usually from 114 µM), for inactives: at the highest dose activity change, negative = inhibition, hits mostly inhibitors; actives 4.4% (n = 390,000); further: on the % scale 0 is the no-effect control and ±100 the full control effect; nearly all actives have a fitted effect of over 50% in size
Tb PGK inh: qHTS Assay to Find Inhibitors of Phosphoglycerate Kinase; Phosphoglycerate kinase, glycosomal (Trypanosoma brucei brucei), P07378; PGK/GAPDH coupled, Kinase-Glo luminescence, 60 min; Potency, µM (top dose mostly 57.5 µM), inactives show at the top dose activity change, negative = inhibition, actives largely listed as inhibitors; actives 0.043% (n = 380,000); AID 602233, 2012; further: on the % scale 0 is the no-effect control and ±100 the full control effect; nearly all actives have a fitted effect of over 60% in size
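Recombinant glycosomal PGK reaction used 1,3-bisphosphoglycerate generated in-well by GAPDH (100nM final) in 100mM TEA pH 7.6, 5mM MgCl2, 0.01% Tween-20. After 60 minutes at room temperature, ATP was read by Kinase-Glo Plus luminescence end-point.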
HP1b chromo inh: HTS for Inhibitors of HP1-beta Chromodomain Interactions with Methylated Histone Tails | Chromobox protein homolog 1 (Homo sapiens), P83916 | AlphaScreen HP1-beta / biotin-H3K9me3 peptide binding | Potency, µM (doses to about 114 µM), for inactives: at the top dose activity change, negative = inhibition, usual class: inhibitors | actives 0.56% (n = 390,000); further: nearly all actives have a fitted effect of over 70% in size; inactives centre near 23
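Compound inhibition of the preformed complex between 50 nM HP1-beta and 50 nM biotinylated H3K9me3 peptide was read by AlphaScreen. Buffer was PBS pH 7.4 with 0.01% Tween-20. Incubations ran 30 min at room temperature, with 10 ug/mL donor/acceptor beads.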
BAZ2B inh: qHTS Assay for Inhibitors of BAZ2B; Bromodomain adjacent to zinc finger domain protein 2B (Homo sapiens), Q9UIF8; AlphaScreen BAZ2B-H3K14Ac peptide displacement; Potency, µM (titrated, usually from 114 µM), for the others: at the highest dose activity change, negative = inhibition, most hits filed as inhibitors; actives 4.4% (n = 360,000); AID 504333, 2011; further: on the % scale 0 is the no-effect control and ±100 the full control effect; nearly all actives have a fitted effect of over 60% in size
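AlphaScreen displacement of biotin-H3(5-23)K14Ac peptide (50 nM final) from BAZ2B (50 nM final) in PBS pH 7.4, 0.01% Tween-20; complex preformed 30 min RT, then compounds (top 110 uM) 30 min RT, beads 20 min dark.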
GLS inh: qHTS for Inhibitors of Glutaminase (GLS) | GLS enzymatic activity, qHTS titration | Potency, µM (titrated, usually from 45.5 µM), for the others: at the top dose activity change, negative = inhibition, usual class: inhibitors | actives 0.21% (n = 410,000); further: on the % scale 0 is the no-effect control and ±100 the full control effect
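hKGA in 45 mM KH2PO4 pH 8.2, 0.02% Tween-20 with pin-transferred compounds; 1 mM L-glutamine (stock) plus glutamate oxidase/HRP/Amplex Red coupling added. Fluorescence read initially and after 30 min at RT.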
Active calls of the source: *; i = inactive; ? = inconclusive; . = not tested or not shown; & = joins results of further samples; [ ] = remark or other dose. Unless noted, the call rests on the fitted dose curve; in most records, active means well fitted curve in the direction sought with a large enough effect; inconclusive means small, poorly fitted or top-dose-only effect, or another doubt; inactive means no such curve, though single readings can be large; an effect the other way counts as inactive or inconclusive. Potency means the concentration at half of the fitted maximal effect. This is a subset; count on the stated rates, not on these rows.

Compound	HP1b chromo inh	Pin1 inhibitor	POLI inh	GLS inh	BLM helicase inh	JMJD2A Tudor	Tb PGK inh	BAZ2B inh	G9a block
O=C(CCN1CCN(c2ccccc2)CC1)c1ccc(Br)cc1	21%	-1%	0%	11%	-6%	-32%	.	?	20µM*
CN(C)CC1CCCCC1OC(=O)c1ccc(Cl)c(Cl)c1 (stereo not drawn)	68%[activator]	0%	-19%	10%	13%	-7%	.	-23%	?
O=C(CCc1nnc2ccc(NCc3ccccc3)nn12)N1CCC2(CC1)OCCO2	22%	-13%	17%	-5%	1%	18%	-1%	16%	.
O=c1[nH]c(O)c(N=Nc2cccc(S(=O)(=O)N3CCOCC3)c2)c(=O)[nH]1	61%[activator]	-3%	15%	2%	0%	6%	.	-18%	0%
COC(=O)C1=C(c2ccc(OC)c(OC)c2)C[C@@H]2CC[C@H]1N2C(=O)NC1Cc2ccccc2C1	34%	-1%	17%	-8%	.	-8%	-5%	6%	5%[0.501 µM]
CNC(=O)OCC[N+](C)(C)C	.	.	?	1%	3%	.	.	.	79%[activator][12.7 µM]
O=C(Nc1ccc(Cl)c(C(F)(F)F)c1)NC1CC2CCCC(C1)N2Cc1ccccc1 (stereo not drawn)	43%[activator]	1%	43%[activator]	-3%	-6%	-8%	8%	-26%	-8%[59 µM]
Cc1ccccc1N1C(=O)NC(=O)/C(=C\c2cc(C)n(C)c2C)C1=O	27%	-5%	-6%	1%	-2%	-16%	1%	-31%	?
OC(CNC1CCCCC1)C(F)(F)F (stereo not drawn)	23%	6%	-18%	-2%	3%	-3%	-4%	-14%	-28%
COc1ccc(C(=O)C2CCCN(Cc3ccon3)C2)c(OC)c1 (stereo not drawn)	9%	-9%	89µM*	-14%	-1%	-30%	-14%	-4%	2%
O=C(CN1CCCCC1)c1ccccc1F	53%[activator]	-1%	0%	3%	3%	-6%	6%	-12%	25µM*
COc1ccccc1-n1c(O)c(/C=C2\C=Nc3ccccc32)c(=O)[nH]c1=O	37%	11%	?	-6%	-1%	-24%	-2%	-5%	.
Cc1cc(OCC(=O)O)c2c3c(c(=O)oc2c1)CCCC3	14%	?	9%	3%	1%	-15%	8%	5%	-38%[12.7 µM]
O=C1NC(=O)C(CCc2ccncc2)(c2ccccc2)C(=O)N1	47%[activator]	-4%	-18%	-6%	-5%	-9%	-9%	-4%	21%[59 µM]
C[C@]12CC[C@H](O)C[C@H]1CC[C@@H]1C2CC[C@]2(C)[C@@H](C3=CC(=O)OC3)[C@@H](O)C[C@]12O (stereo partly drawn)	33%	-1%	8%	-4%	.	-3%	-4%	4%	-9%[2.33 µM]
C=CCCC1(CC)C(=O)NC(=S)NC1=O	35%	-6%	-9%	-3%	.	-19%	i	.	.
C=CCn1c(O)c(C(C)=NCCc2ccccc2)c(=O)[nH]c1=O	37%[activator]	1%	16%	1%	-2%	8%	10%	-33%	-14%
CN(C)CCN=Cc1c(O)n(-c2cccc(C(F)(F)F)c2)c(=O)[nH]c1=O	42%[activator]	27%	-12%	-1%	-4%	-16%	4%	-6%	-9%[2.33 µM]
Cc1[nH]c2ccccc2c1CCCNC1CCCCC1	-22%	3%	-10%	15%	5%	?	-3%	?	?
Cc1ccc(OCC(=O)Nc2ccc(Cl)cc2C(=O)c2ccccc2)c(Br)c1	57%[activator]	-3%	10%	-3%	-3%	-2%	.	3%	7%[59 µM]
C=C1C(O)(c2ccccc2)C2CC[N+]1(C)CC2 (stereo not drawn)	26%	0%	11%	-3%	2%	-15%	.	?	?
O=C(Nc1cccc(Cl)c1)N1C[C@H]2C[C@@H](C1)c1cccc(=O)n1C2	42%[activator]	-2%	2%	-3%	-2%	-3%	-2%	5%	3%[12.7 µM]
Oc1ccc2ccccc2c1CN1CC=C(c2ccccc2)CC1	51%[activator]	-2%	159%[activator]	-22%	-3%	-2%[57.1 µM]	2%	-15%	45µM*
C=CC(=O)NCNC(=O)C=C	35%	0%	-10%	5%	.	-3%	7%	-5%	8%[0.501 µM]
CCC(=NCc1ccc(F)cc1)c1c(O)n(C)c(=O)n(C)c1=O	50%	0%	0%	-4%	0%	-1%	i	5%	-26%
CCOC(=O)C1=C(C)OC(N)=C(C#N)C12C(=O)Nc1ccc(C)cc12 (stereo not drawn)	14%	-9%	8%	8%	0%	-15%	i	?	3%
O=C(O)[C@H]1NC[C@H]2C[C@H]21	-28%	2%	-7%	5%	0%	-7%	15%	4%	?
Cc1ccc(CC(=O)N2CCN(Cc3ccccc3)CC2)cc1	58%[activator]	-1%	47%	2%	-2%	-10%	.	-21%	-52%
COc1ccc(CCNCc2ccccc2F)cc1OC	19%	?	1%	5%	2%	-4%	4%	-4%	-7%[59 µM]
Cc1cccc(-n2c(O)c(C=Nc3ccc(S(N)(=O)=O)cc3)c(=O)[nH]c2=O)c1	9%	-4%	-17%	2%	-8%	-15%	-10%	-5%	-1%
CCOc1ccc(S(=O)(=O)N2CCCC2)cc1	3%	-3%	28%	-16%	-9%	-8%	1%	4%	-4%[59 µM]
COc1ccc(CCC(=O)N2CCC3(CC2)OCCO3)cc1	22%	0%	24%	14%	-1%	-2%	-3%	-2%	-10%[12.7 µM]
C[N+]12CCC(CC1)C(C(O)(c1cccc(Cl)c1)c1cccc(Cl)c1)C2 (stereo not drawn)	20%	-11%	24%	-11%	-2%	-6%	-8%	?	.
CCN1CCN(S(=O)(=O)c2cnc(Cl)c(Br)c2)CC1	20%	-1%	8%	-1%	-3%	-4%	i	11%	?
CCSc1cc(C2C(C#N)=C(N)Oc3n[nH]c(C)c32)c(C)o1 (stereo not drawn)	40%	-1%	35%[activator]	30%[activator]	-10%	-23%	-5%	-35%	?
Cc1ccc(NCc2cccn2-c2nnc(N3CCC(C(=O)NCc4ccc(OC(C)C)cc4)CC3)s2)cc1	-11%	16%	-8%	2%	-8%	?	.	-20%	-13%[59 µM]
Cc1nc2ccccc2c(=O)n1-c1ccc(F)cc1	41%[activator]	0%	-17%	-2%	2%	8%	9%[11.5 µM]	9%	3%[59 µM]
COC(=O)C1=C(c2ccc(Cl)c(C(F)(F)F)c2)C[C@@H]2CC[C@H]1N2C(=O)NCCNC(C)=O	55%[activator]	-5%	40%	-6%	.	0%	1%	5%	8%[0.501 µM]
CC(=O)N1CCN(Cc2ccc(Cl)nc2)CC1	16%	2%	14%	1%	-1%	1%	-4%	-3%	-44%[2.33 µM]
CC1CCN(C(=O)c2ncn(C)c2C(=O)N2CCC(C)CC2)CC1	13%	0%	?	-1%	.	22µM*	-11%	.	.
COC1=C[C@@H]2C3=C([C@@H]2C1=O)[C@@H](NC(C)=O)CCc1cc(OC)c(OC)c(OC)c13	42%[activator]	2%	21%	-1%	.	-3%	2%	7%	-38%[59 µM]
COc1ccccc1CN1CCCC(C(=O)c2ccccc2SC)C1 (stereo not drawn)	15%	2%	175%[activator]	-20%	5%	-26%	0%	-17%	.
CC=C(C)C(=O)OC1CCN2CC=C(COC(=O)C(O)(C(C)OC)C(C)(C)O)C12 (stereo not drawn)	-1%	-12%	1%	-5%	.	-10%	4%	.	.
COc1ccccc1N=C1SCCCN1C	31%	-1%	-4%	1%	-3%	56µM*	-2%	-34%	?
Oc1cc(Cl)c(Cl)c(Cl)c1Cl	29%[57 µM]	-1%	?	1%	.	-4%	-2%	.	.
Cc1ccc(-c2nc(S(=O)(=O)c3ccccc3)c(SCC(=O)NC3CCCCC3)o2)cc1	26%	76%[activator]	1%	19%	-11%	-9%	0%	0%	?
O=C(CCC1CCCN(Cc2cccc3c2OCO3)C1)NCc1ccc(F)c(F)c1 (stereo not drawn)	58%[activator]	-5%	10%	-9%	1%	-7%	i	-15%	19%[12.7 µM]
Cc1cc(C)nc(-n2c(C)nc3cc(Cl)ccc3c2=O)c1	54%[activator]	1%	6%	-13%	0%	12%	-10%	0%	12%
COc1ccc2c(c1)c(C(=O)CN1CCN(C)CC1)c(C)n2Cc1ccccc1	-8%	1%	17%	0%	-12%	-34%	-3%	-6%	?
CC1CCc2cc(F)cc3c(=O)c(C(=O)O)cn1c23 (stereo not drawn)	-2%	-3%	42%[activator]	-3%&13%	-5%&-4%	?	-5%	56µM*	8.9µM*
O=C(c1ccc(F)cc1)N1CCC2(CC1)OCCO2	14%	-12%	-10%	-6%	1%	-11%	-8%	-6%	.
Brc1ccccc1-c1ccccc1	42%[activator]	1%	-2%	-6%	.	27%	-2%	41%[activator]	0%[0.501 µM]
COc1ccc2c(c1OC)C(=O)O[C@@H]2[C@H]1c2cc3c(cc2CCN1C)OCO3	47%[activator]	0%	-14%	-12%	.	-6%	-5%	4%	-1%[59 µM]

Ordered by heavy-atom count (rising): 3 of the compounds above.
Compound	HP1b chromo inh	Pin1 inhibitor	POLI inh	GLS inh	BLM helicase inh	JMJD2A Tudor	Tb PGK inh	BAZ2B inh	G9a block
O=C(O)[C@H]1NC[C@H]2C[C@H]21	-28%	2%	-7%	5%	0%	-7%	15%	4%	?
CC1CCc2cc(F)cc3c(=O)c(C(=O)O)cn1c23 (stereo not drawn)	-2%	-3%	42%[activator]	-3%&13%	-5%&-4%	?	-5%	56µM*	8.9µM*
COc1ccc(CCC(=O)N2CCC3(CC2)OCCO3)cc1	22%	0%	24%	14%	-1%	-2%	-3%	-2%	-10%[12.7 µM]
